# Screening results (PubChem)
# Jurkat viability – cytotoxicity toward Jurkat T cells, primary screen, cytotoxicity control, cell-based, Jurkat E6.1, 60K MLSMR library; Jurkat E6.1 viability, ATP luminescence, 48 h; inhibition, % at 4 µM; 56,000 compounds, 1.2% hits;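 active means inhibition above the mean inhibition of all tested compounds plus 3 SD, cut at about 28% in these data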
# HEK293 NFkB inh – inhibitors of PMA/ionomycin-induced NF-kB reporter, primary screen, antigen receptor NF-kB inhibitor project, cell-based, HEK-293 luciferase reporter, luminescence; HEK-293 NF-kB luciferase reporter; inhibition, % at 3 µM; 62,000 compounds, 0.21% hits; AID 465, 2006;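 active means inhibition above the mean of all tested compounds plus 3 SD, cut at about 40% in these data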;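 further: 0% = stimulated DMSO wells and 100% = 10 µM reference inhibitor 5653914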
#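 Signal: luciferase luminescence; Material: HEK-293 cells with stable firefly luciferase reporter driven by four HIV NF-kB elements; Probe or stimulus: PMA with ionomycin; Replication: tested once; Times: 1 h compound pretreatment, then 16 h stimulation at 37 °C, 5% CO2; Benchmarks: DMSO and 10 µM reference inhibitor; Evaluation: per-plate % inhibition versus controls.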
# S1P3 agonist – human S1P3 receptor agonists, primary screen, cell-based, primary and confirmation, NFAT-BLA reporter; Sphingosine 1-phosphate receptor 3 (Homo sapiens), Q99500; S1P3 NFAT-BLA reporter cells, agonism, FRET ratio; relative to 1 µM S1P, basal subtracted; activation, % at 4.5 µM; 60,000 compounds, 0.1% hits; AID 373, 2006;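 active means activation above the screen-wide mean plus 3 SD, cut at about 4.5% in these data, passing the limit was not always enough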; further: some compounds called inactive have numbers as strong as hits
#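 Material: Human S1P3 NFAT-BLA reporter CHO cells | Incubation: Overnight plating, 4 h compound 37 °C, 2 h substrate RT | Signal: FRET β-lactamase substrate fluorescence, excitation 405 nm, 460/535 nm emission ratio, background-subtracted | Compound: 4.5 µM final, single dose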
# D1 allo mod – D1 CRE-luciferase signal change, two-sided – cell-based, HEK293 D1, dopamine EC30, D1 allosteric modulator project, primary screen; D(1A) dopamine receptor (Homo sapiens), P21728; dopamine EC30 potentiation; actives deviate in either direction; B-score at 10 µM; 58,000 compounds, 5.9% hits; AID 641, 2007;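 active means luminescence count or its row- and column-corrected plate score outside the 99.7% band of the plate's sample wells, on either side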
# Target sequence (P21728 whole entry, looked up): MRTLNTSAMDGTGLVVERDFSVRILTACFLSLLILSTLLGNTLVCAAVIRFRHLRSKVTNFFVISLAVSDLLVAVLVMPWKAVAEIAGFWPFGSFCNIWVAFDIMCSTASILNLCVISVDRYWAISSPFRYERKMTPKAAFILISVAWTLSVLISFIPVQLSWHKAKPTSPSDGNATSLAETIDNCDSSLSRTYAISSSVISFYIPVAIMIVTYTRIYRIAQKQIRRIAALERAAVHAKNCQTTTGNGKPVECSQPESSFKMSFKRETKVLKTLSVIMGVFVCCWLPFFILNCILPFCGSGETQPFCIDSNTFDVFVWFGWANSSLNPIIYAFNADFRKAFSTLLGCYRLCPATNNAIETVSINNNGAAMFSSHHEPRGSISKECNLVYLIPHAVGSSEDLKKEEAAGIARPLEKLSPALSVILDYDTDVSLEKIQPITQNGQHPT
# 5-HT1A blocker – human 5-HT1a receptor antagonists, primary screen, cell-based, CHO, Ga15 NFAT-bla reporter; 5-hydroxytryptamine receptor 1A (Homo sapiens), P08908; CHO 5-HT1a Ga15 NFAT-bla reporter, antagonist mode; inhibition, % at 10 µM; 62,000 compounds, 0.68% hits; AID 612, 2007;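 active means inhibition above the mean of all tested compounds plus 3 SD, cut at about 43% in these data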;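 further: receptor stimulated by 5-CT agonist at 100 nM near EC80; beta-lactamase reporter measured by ratiometric fluorescence of a cleavable substrate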
# 5HT1E antag – 5-HT1E receptor antagonists, primary screen, cell-based, HTS; 5-hydroxytryptamine receptor 1E (Homo sapiens), P28566; inhibition, % at 6 µM; 65,000 compounds, 0.99% hits; CHO 5-HT1E Ga15 NFAT-bla reporter, FRET, antagonist; AID 571, 2007;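 active means inhibition above a set limit, the mean inhibition across every tested compound plus 3 SD, cut at about 29% in these data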;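 further: signal is the 460 over 535 nm emission ratio of beta-lactamase substrate; 0% = agonist plus DMSO wells and 100% = wells without agonist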
# Target sequence (P28566 whole entry, looked up): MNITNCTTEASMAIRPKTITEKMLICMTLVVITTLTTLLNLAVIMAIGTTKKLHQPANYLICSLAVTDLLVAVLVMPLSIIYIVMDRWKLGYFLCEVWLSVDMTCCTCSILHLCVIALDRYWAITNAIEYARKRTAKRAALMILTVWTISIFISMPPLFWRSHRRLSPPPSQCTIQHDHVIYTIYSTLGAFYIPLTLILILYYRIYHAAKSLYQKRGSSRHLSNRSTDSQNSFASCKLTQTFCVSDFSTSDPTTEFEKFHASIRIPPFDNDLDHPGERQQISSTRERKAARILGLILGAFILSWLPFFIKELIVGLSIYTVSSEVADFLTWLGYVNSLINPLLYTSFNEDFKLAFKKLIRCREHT
# S1P1 ag-PAM – S1P1 agonists and agonism potentiators, primary screen, cell-based, primary and confirmation screens, CRE-bla reporter. Sphingosine 1-phosphate receptor 1 (Homo sapiens), P21453. S1P1 CRE-bla cells, forskolin, beta-lactamase FRET, potentiator mode; S1P1 agonist co-added at EC20, 2 nM; 100% = saturating reference agonist, 0% = basal. activation, % at 9.5 µM. 56,000 compounds, 0.57% hits. AID 449, 2006;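 active means activation above a cutoff set at the mean activation of all tested compounds plus 3 SD, cut at about 54% in these data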;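 further: forskolin at 4 µM as EC80 and the EC20 agonist is SEW2871; 100% = SEW2871 at its EC100 plus forskolin at EC80; some compounds past the cut are filed as inactive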
# 5HT1E ag – 5-HT1E receptor agonists, primary screen, cell-based, HTS | 5-hydroxytryptamine receptor 1E (Homo sapiens), P28566 | CHO 5-HT1E Ga15 NFAT-bla reporter, FRET; 0% DMSO wells, 100% control agonist wells | activation, % at 6 µM | 65,000 compounds, 0.69% hits;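 active means activation above a set limit, the screen-wide mean activation plus 3 SD, cut at about 8.5% in these data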;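 further: 100% = positive control agonist at 1 µM giving full maximal response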
# 5HT1a ag – human 5-HT1a receptor agonists, primary screen, cell-based, CHO, Ga15 NFAT-bla reporter; 5-hydroxytryptamine receptor 1A (Homo sapiens), P08908; CHO 5-HT1a Ga15 NFAT-bla reporter, FRET ratio; 0% basal, 100% maximal reference agonist; activation, % at 10 µM; 65,000 compounds, 0.56% hits;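 active means activation above the screen-wide mean activation plus 3 SD, cut at about 19% in these data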;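 further: 0% = DMSO wells and 100% = 5-CT at EC100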
# Numbers without * were called inactive; nt = no result given.
no.	molecule	Jurkat viability	HEK293 NFkB inh	S1P3 agonist	D1 allo mod	5-HT1A blocker	5HT1E antag	S1P1 ag-PAM	5HT1E ag	5HT1a ag
1	c1cc2cn[nH]c2cc1NC1CCCCCC1	-1.6	0.5	-1.1	0.354	10.6	4.5	-1.1	-0.1	-7.5
2	CCC(=O)Nc1nnc(-c2ccco2)o1	-3.9	2.7	-1.3	-0.39	-14.7	-4.8	-4.8	0.8	3.2
3	CN(CCc1ccccn1)Cc1ccc(Cl)cc1Cl	-13.6	-0.9	-1.5	-0.274	-12.1	-20.2	-21.7	0.3	-0.6
4	CCNS(=O)(=O)c1ccc(NC(=O)Nc2cccc(C(F)(F)F)c2)cc1	-2.8	-0.7	-0.7	-2.14	7.5	10.7	nt	0.6	-1.6
5	CC(NC(=O)OC1CCCCC1)N1C(=O)C2C3C=CC(C3)C2C1=O (stereo not drawn)	-4.3	5.2	-1.4	-0.766	6.4	1.0	11.3	0.0	-5.1
6	CCn1c(SCC(=O)Nc2nonc2C)nnc1-c1ccoc1C	-1.4	11.3	-1.8	0.13	-1.2	0.6	-8.2	0.0	0.6
7	Cn1c(C(=O)Nc2ccc3c(c2)OCO3)cc2sccc21	2.4	-20.3	-1.0	-3.01	8.3	17.0	11.8	-0.4	-2.9
8	CNC(=O)CSc1nnc(-c2ccc(S(=O)(=O)N3CCCC3)cc2)n1-c1cccc(C)c1C	1.7	10.6	0.1	-0.206	-9.5	5.6	8.4	0.3	-1.2
9	CCCS(=O)(=O)N1CCC(C(=O)NC2CCCCC2C)CC1 (stereo not drawn)	3.3	5.9	-0.3	1.05	-6.2	-6.2	-35.0	-0.9	-3.6
10	O=C(CN1CCc2ccccc2C1)Nc1ccccc1N1CCCCCC1	-3.3	16.7	2.1	-0.876	12.4	9.4	-27.5	-1.5	5.5
11	COc1cccc(C2=NC(C)(C)NC(c3ccccc3O)C2)c1 (stereo not drawn)	12.6	9.5	-0.6	-0.276	10.3	0.3	-10.2	-0.1	-3.3
12	COc1ccccc1Cc1noc(C(C)(C)NC(=O)c2ccccc2)n1	2.8	3.7	-0.7	-1.44	-3.2	8.1	-9.2	-0.6	-2.8
13	O=C(c1cccs1)c1cn(CC(=O)N2CCc3ccccc3C2)c2ccccc12	6.5	6.0	-1.2	0.322	7.0	-4.8	7.2	1.3	-1.6
14	CN(C)c1ccc(C=NCCC2(O)CCOC(C)(C)C2)cc1 (stereo not drawn)	nt	nt	-2.6	nt	nt	2.3	-0.1	-0.2	-2.4
15	COC(=O)c1ccc(NC(=O)CN(c2ccc(C)cc2)S(=O)(=O)c2c(C)n[nH]c2C)cc1	2.0	21.2	-0.2	-1.32	20.6	3.1	-1.1	-0.3	-0.9
16	O=S(=O)(/N=C(/Nc1cc(N2CCOCC2)ncn1)c1ccccc1)c1ccccc1	-1.1	-10.7	-0.5	0.504	-9.6	-3.9	-12.0	0.2	1.2
17	COc1ccc(-c2nnc(SCC(=O)c3cc(C)n(Cc4cccs4)c3C)o2)cc1	-3.6	4.6	0.8	-0.0521	-12.4	-10.4	-5.5	-0.2	-2.1
18	Cc1nn(-c2ccccc2)c(C)c1/C=N/O	-5.3	4.6	-1.3	2.08	-4.8	-0.8	-6.9	-0.3	-5.7
19	COc1cc(CNc2ccc(N3CCOCC3)c(C(=O)O)c2)ccc1OCC(N)=O	12.4	8.6	-0.2	0.792	-1.3	-0.7	-6.5	34.3*	-2.2
20	c1ccc(-c2nn3c(Cn4cnc5ccccc54)nnc3s2)cc1	1.6	6.5	-0.1	0.747	-6.6	-0.9	nt	0.0	-1.1
21	OCC#CCSc1nnc(-c2ccc(Br)cc2)o1	7.6	7.9	-0.6	0.439	1.8	2.4	-12.0	0.5	-2.5
22	Cc1ccc(-n2ncc3c(N4CCC5(CC4)OCCO5)ncnc32)c(C)c1	0.6	17.0	-0.4	-1	-8.2	1.7	4.2	-0.1	-1.5
23	CCC(=O)Nc1sc(C(=O)OC)c(C)c1C(=O)OC	1.5	9.7	-0.4	1.56	-7.0	-20.2	-27.8	0.3	1.1
24	COc1ccc(OC)c(N/C(=N\c2nc(C)cc(C)n2)NC(=O)c2ccco2)c1	-2.8	9.5	-0.6	-0.965	2.1	-14.9	-18.1	0.2	3.0
25	CCCCn1c(N)c(N(CCC(C)C)C(=O)COC(=O)c2ccco2)c(=O)[nH]c1=O	-0.6	6.3	-0.7	nt	-3.2	-0.9	-3.3	0.2	1.0
26	COc1ccc(OC)c(NS(=O)(=O)c2cccs2)c1	17.4	15.4	-1.2	1.11	5.3	2.9	-6.3	-0.4	-4.7
27	COc1ccccc1-c1n[nH]c(=S)n1-c1ccccc1	6.4	19.3	-0.9	-0.119	5.4	-5.6	-13.9	-0.7	-1.4
28	CC1CCCC(C)N1C(=O)c1cc(F)c(F)cc1Cl (stereo not drawn)	-2.8	7.9	-0.1	0.595	-16.3	-4.0	-12.9	-0.5	-2.4
29	Cc1ccc(CNC(=O)C2C3C=CC4(CN(Cc5cccnc5)C(=O)C24)O3)cc1 (stereo not drawn)	1.0	21.2	0.0	-0.106	1.5	-1.4	-13.2	0.0	-4.2
30	CCOC(=O)C(CC)Sc1nc2c(cnn2-c2ccccc2)c(=O)[nH]1 (stereo not drawn)	-5.7	20.5	0.1	2.85	8.6	6.2	-10.4	0.6	3.2
31	Cc1ccc(-c2nc3ncccc3o2)cc1NC(=O)c1ccco1	-6.6	7.6	-1.0	-0.0669	8.3	3.7	-12.2	-0.6	-4.0
32	Cc1cccc(/N=C/c2c(O)c3ccccc3oc2=O)n1	14.8	9.8	-0.1	-0.0546	1.3	-4.0	11.1	0.1	-0.9
33	Nc1nc(-c2ccco2)cs1	0.2	6.1	-1.4	0.407	-9.8	-6.5	8.2	0.0	-3.4
34	O=C1c2ccccc2C(O)N1CCN1CCOCC1 (stereo not drawn)	-3.8	-3.2	0.1	-0.207	0.7	5.6	-8.3	1.1	-2.4
35	CN(C)c1oc(COc2ccccc2F)nc1C#N	1.7	11.2	0.2	nt	-4.6	-8.4	-0.9	-0.9	-2.1
36	CCOc1ccc(N(CC(=O)N2CCN(c3ccccc3)CC2)S(=O)(=O)c2c(C)noc2C)cc1	-3.2	1.6	-1.0	-0.0913	2.7	-2.2	-7.5	0.5	4.4
37	COc1ccc(CCC(=O)N2c3ccccc3CC2C)cc1 (stereo not drawn)	3.9	0.0	-0.5	1.24	11.7	11.0	5.3	-0.8	0.7
38	CCCOc1ccc(CSc2ncn[nH]2)cc1	-5.2	3.8	-0.9	-0.953	0.2	0.0	nt	-0.3	-1.1
39	C=CCOc1ccc(C2NC(=O)NC(C)=C2C(=O)OC)cc1 (stereo not drawn)	-7.5	8.3	0.2	0.338	-9.6	-2.4	nt	0.5	1.4
40	COc1cc2nc(C3CC3)n(NC(=O)c3ccc(F)cc3)c(=O)c2cc1OC	-6.8	-0.1	-0.7	-1.69	5.1	7.9	7.5	0.3	-0.8
41	Cc1cc(NC(=O)c2ccc(NC(=O)C(C)Oc3ccccc3)cc2)no1 (stereo not drawn)	5.0	-7.0	-1.3	-0.0229	-5.5	-1.8	-0.1	0.2	0.8
42	Cc1oc(CSCC2CCCO2)cc1C(=O)O (stereo not drawn)	-0.6	-14.8	-1.4	0.269	13.6	-6.3	nt	-0.5	-1.4
43	O=C(NCc1ccc(F)cc1)C1CCN(C(=O)NCc2ccccc2)CC1	0.7	19.1	-0.2	-0.0305	-9.0	-2.5	6.9	0.0	1.6
44	Cc1c(C(=O)NCc2ccccc2)oc2c1C(=O)CCC2	-1.5	8.2	-0.9	-0.195	6.8	-0.2	-7.2	-1.5	-1.2
45	Cn1c(Cn2nnc3ccccc32)nnc1SCC(=O)N1CCc2ccccc21	-3.2	10.2	-1.7	1.12	-4.4	1.0	-10.8	1.0	-1.1
46	CN(C)CCCNC(=O)CCC1CCCCC1	1.2	1.2	-0.5	-0.142	-7.6	2.4	-0.4	-0.2	-2.6
47	O=C(c1ccc(Cl)s1)N1CCN(c2ccccc2)CC1	2.5	10.2	-0.3	-0.291	8.0	-2.0	0.5	0.1	-0.1
48	Cc1ccc(S(=O)(=O)NCC(=O)N(CCc2ccccc2)CC(=O)NCc2ccco2)cc1	-5.5	1.2	0.8	0.278	-4.8	-8.8	-4.7	0.7	-1.2
49	CC(C)c1nnc(NC(=O)c2c(O)c3cccc4c3n(c2=O)CC4)s1	-2.9	2.8	-0.2	-1.09	2.6	-7.7	7.9	0.8	-3.7
50	Cc1[nH]nc2c1C(c1ccc(F)cc1)C(C#N)=C(N)O2 (stereo not drawn)	-2.4	12.4	3.0	-0.064	3.8	-7.5	-18.4	-0.5	-1.2
51	CC(C)OCCCNC(=O)c1c(N)n(/N=C/c2ccccn2)c2nc3ccccc3nc12	3.7	26.3	-0.5	-0.398	-2.3	-2.6	8.4	0.1	3.2
52	c1nc(N2CCN(Cc3ccc4c(c3)OCO4)CC2)c2[nH]cnc2n1	2.5	18.6	-1.4	1.73	1.8	10.1	26.0	-0.1	-0.8
53	CC1CN(Cc2cc(=O)n3ccsc3n2)CC(C)O1 (stereo not drawn)	nt	22.1	nt	1.27	-8.5	5.2	nt	-0.7	-3.7
54	Cc1ccc2[nH]c(=O)c(C(c3nnnn3CC3CCCO3)N3CCc4ccccc4C3)cc2c1 (stereo not drawn)	2.1	6.6	-0.6	0.305	6.8	-7.6	-15.0	-0.6	-0.1
55	CCOCCCNC(=O)c1ccc2c(c1)OCO2	-2.2	3.8	-0.7	-0.514	-5.6	-9.1	nt	0.7	3.4
56	COc1cc(OC)c(-c2nc3cnccc3n2C)cc1OC	-2.1	13.7	-1.6	1.35	4.0	-1.6	-13.4	-0.5	-3.5
57	Nc1nc(N)nc(-c2ccccc2)n1	1.5	8.4	-1.2	0.984	-9.5	1.4	-18.6	0.1	-2.8
